APEX1 inh – qHTS Assay for Inhibitors of the Human Apurinic/apyrimidinic Endonuclease 1 (APE1) | DNA repair nuclease/redox regulator APEX1 (Homo sapiens), P27695 | recombinant APE1, TAMRA/BHQ-2 abasic DNA cleavage fluorescence | Potency, µM (titrated, usually from 65.8 µM), without a hit: at the highest dose activity change, negative = inhibition, actives largely listed as inhibitors | hit rate 0.35% among 350,000;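 also: potency is read from the fitted curve at half-maximal effect; plate controls were vehicle for no effect and reference inhibitor for full effect; nearly all actives have a fitted effect of over 55% in size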
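Endonuclease cleavage of a quenched abasic-site DNA duplex (50 nM) by APE1 (0.75 nM) was tracked by TAMRA dequenching. Compounds were preincubated with enzyme 15 min at room temperature; data normalized to buffer-only and DMSO wells plus NSC13755 control.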
RGS4 inh – Inhibitors of Regulator of G Protein Signaling (RGS) 4: qHTS | Regulator of G-protein signaling 4 (Homo sapiens), P49798 | Transcreener GDP fluorescence polarization, RGS4-accelerated GTP hydrolysis | Potency, µM (titrated, usually from 114 µM), for inactives: top-dose activity change, negative = inhibition, actives largely listed as inhibitors | hit rate 0.039% among 390,000 | AID 504845, 2011; also: potency is read from the fitted curve at half-maximal effect; % is scaled to controls: 0 for no effect and ±100 for the full control effect; nearly all actives have a fitted effect of over 75% in size; some results filed as inactive show a strong effect at the top dose
Target sequence (P49798 whole entry, looked up): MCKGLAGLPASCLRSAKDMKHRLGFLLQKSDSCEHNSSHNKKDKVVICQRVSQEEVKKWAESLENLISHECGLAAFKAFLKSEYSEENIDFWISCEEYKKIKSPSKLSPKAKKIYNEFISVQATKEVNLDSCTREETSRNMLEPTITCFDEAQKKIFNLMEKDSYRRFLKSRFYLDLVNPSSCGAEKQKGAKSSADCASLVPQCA
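MLSMR compounds (23 nl, pin-transferred) preincubated 10 min at room temperature with a 500nM (2x) first reagent, then RGS4 at 900nM (2x) plus Transcreener GDP mix added; fluorescence polarization (620/688 nm) read before and after 90 min at 30 °C.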
ERG-DNA inh – qHTS for Small Molecule Inhibitors of the ERG Ets/DNA interaction; Transcriptional regulator ERG (Homo sapiens), P11308; hit rate 0.028% among 370,000; Potency, µM (series often up to 76.9 µM), for inactives: top-dose FP activity, negative = inhibition, usual class: inhibitors; fluorescence polarization, His-ERG Ets domain / labelled DNA; active = well fitted inhibition curve with a large enough effect in the polarisation, with a control signal flat; inconclusive = small, poorly fitted or top-dose-only effect, or effect the other way, or a change in a side signal; inactive = no such curve, though single readings can be large or run the other way; the % refers to the polarisation;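 also: polarization taken with two DNA probes labelled with fluorescein and Texas red; potency is read from the fitted curve at half-maximal effect; % of control where 0% means no effect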
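His-tagged ERG Ets domain (1 uM in the protein solution; 300mM KCl, 50mM Tris-HCl, 1mM EDTA, 1mM DTT, pH 7.5) received compound, then a probe mix of 5 nM fluorescein-DNA and 100nM Texas-615-DNA. Fluorescence polarization was read for both dyes.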
POLB inh – qHTS Assay for Inhibitors of DNA Polymerase Beta; hit rate 1.3% among 340,000; Potency, µM (highest dose often 114 µM), for the others: at the top dose activity change, negative = inhibition, hits mostly inhibitors; AID 485314, 2010; P06746; Pol beta primer extension/strand displacement, fluorescence kinetic; also: potency is read from the fitted curve at half-maximal effect; % is scaled to controls: 0 for no effect and ±100 for the full control effect
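Values derive from four-parameter Hill fits of normalized kinetic data: reads at 0 and 10 min following addition of 50 nM substrate to 10 nM Pol beta preincubated 15 min with compound.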
LDHA inh – qHTS assay for inhibitors of human lactate dehydrogenase | L-lactate dehydrogenase A chain (Homo sapiens), P00338 | purified LDHA, NADH/diaphorase-resazurin fluorescence; active compounds read low | activity change, % (values are at about 110 or 230 µM) | hit rate 0.15% among 480,000; in the data active = activity change below about -30%; inconclusive = mostly about -25% to -30%;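 also: plate controls were DMSO wells for no effect and wells without enzyme for full effect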
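Human LDH5 (2 nM) was incubated with 0.06 mM NADH and 0.2 mM pyruvate for 5 min at room temperature in Tris pH 7.4. Remaining NADH was coupled through diaphorase/resazurin, and resorufin fluorescence was read at 0 and 20 min.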
Apoferritin bind – qHTS Assay for Identification of Novel General Anesthetics. Potency, µM (top dose mostly 77.5 µM), for inactives: at the top dose activity change, negative = displacement, hits mostly inhibitors. apoferritin/1-aminoanthracene competitive binding, fluorescence. hit rate 0.074% among 350,000. Ferritin light chain (Equus caballus), P02791; also: potency is read from the fitted curve at half-maximal effect; % is scaled to controls: 0 for no effect and ±100 for the full control effect; nearly all actives have a fitted effect of over 20% in size
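In PBS, apoferritin at 10 uM is loaded with 1-AMA from a 50% saturated solution. After 10 min of compound exposure at ambient temperature, reduced 535 nm fluorescence indicates probe displacement.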
12-LOX inh – Primary qHTS assay for inhibitors of human arachidonate 12S-lipoxygenase (ALOX12): Round 2; Polyunsaturated fatty acid lipoxygenase ALOX12 (Homo sapiens), P18054; purified 12hLO, xylenol orange hydroperoxide absorbance; Potency, µM (titrated, usually from 108 µM), inactives show at the highest dose activity change, negative = inhibition, most hits filed as inhibitors; hit rate 1.1% among 580,000; also: potency is read from the fitted curve at half-maximal effect; % is scaled to controls: 0 for no effect and ±100 for the full control effect
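Purified human 12hLO (150 nM final) in 25 mM Hepes, 0.01% Triton X-100, pH 7.0 was preincubated 15 min at room temperature with compound. Then 40 uM arachidonic acid was added, 30 min. Hydroperoxide was read by Fe-XO absorbance ratio 573/405 nm.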
Pol eta inh – qHTS for Inhibitors of Polymerase Eta. DNA polymerase eta (Homo sapiens), Q9Y253. recombinant Pol eta, fluorescent DNA replication assay. Potency, µM (doses to about 114 µM), for the others: at the highest dose activity change, negative = inhibition, usual class: inhibitors. hit rate 1.2% among 390,000. AID 588591, 2011; also: potency is read from the fitted curve at half-maximal effect; % is scaled to controls: 0 for no effect and ±100 for the full control effect
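Pol eta at 10 nM preincubated with compounds 15 min at room temperature; reaction started with fluorescent substrate (50 nM final) and read kinetically at 0 and 10 min.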
POLK inh – qHTS for Inhibitors of Polymerase Kappa. DNA polymerase kappa (Homo sapiens), Q9UBT6. purified Pol kappa, fluorescent DNA synthesis assay, 10 min. Potency, µM (doses to about 107 µM), for inactives: top-dose activity, negative = inhibition, usual class: inhibitors. hit rate 0.53% among 400,000; also: potency is read from the fitted curve at half-maximal effect; % is scaled to controls: 0 for no effect and ±100 for the full control effect
Target sequence (Q9UBT6 whole entry, looked up): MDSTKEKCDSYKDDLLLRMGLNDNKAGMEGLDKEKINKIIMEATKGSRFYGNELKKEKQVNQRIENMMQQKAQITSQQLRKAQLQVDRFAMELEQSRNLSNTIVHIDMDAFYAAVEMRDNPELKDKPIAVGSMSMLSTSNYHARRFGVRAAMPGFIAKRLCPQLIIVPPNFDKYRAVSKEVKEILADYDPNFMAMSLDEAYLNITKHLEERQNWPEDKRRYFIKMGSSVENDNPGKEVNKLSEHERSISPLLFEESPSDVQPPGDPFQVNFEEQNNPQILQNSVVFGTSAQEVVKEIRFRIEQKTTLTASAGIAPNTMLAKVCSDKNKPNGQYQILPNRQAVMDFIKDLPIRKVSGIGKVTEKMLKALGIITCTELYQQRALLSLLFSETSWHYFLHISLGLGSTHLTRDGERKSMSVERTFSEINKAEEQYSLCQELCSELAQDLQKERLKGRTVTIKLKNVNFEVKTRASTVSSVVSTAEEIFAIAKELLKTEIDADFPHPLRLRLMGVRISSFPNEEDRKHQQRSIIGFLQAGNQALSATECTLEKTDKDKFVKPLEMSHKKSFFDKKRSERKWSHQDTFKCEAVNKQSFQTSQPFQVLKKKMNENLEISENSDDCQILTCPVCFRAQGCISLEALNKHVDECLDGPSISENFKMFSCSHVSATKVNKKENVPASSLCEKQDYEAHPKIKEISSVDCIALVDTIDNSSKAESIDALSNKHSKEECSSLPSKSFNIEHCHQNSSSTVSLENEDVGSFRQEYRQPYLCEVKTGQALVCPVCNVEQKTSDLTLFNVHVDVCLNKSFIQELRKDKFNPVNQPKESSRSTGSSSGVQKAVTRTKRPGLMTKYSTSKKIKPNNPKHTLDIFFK
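Readout: fluorescence, taken kinetically at 0 and 10 min. Conditions: 10 nM Pol kappa, 15 min RT compound preincubation, 50 nM substrate final. Controls: enzyme-free buffer wells.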
Numbers without * were called inactive; ? = inconclusive; . = no result given; [ ] = remark or other dose. Unless noted, calls follow the shape of the dose curve; as a rule, active = well fitted curve in the direction sought with a large enough effect; inconclusive = small, poorly fitted or top-dose-only effect, or another doubt; inactive = no such curve, though single readings can be large; an effect the other way counts as inactive or inconclusive.

SMILES	APEX1 inh	RGS4 inh	ERG-DNA inh	POLB inh	LDHA inh	Apoferritin bind	12-LOX inh	Pol eta inh	POLK inh
CC(=O)Cc1nsc(NC(=O)c2ccc(-c3ccc(Cl)cc3Cl)o2)n1	-3%	12%	-1%	-4%	-4	-14%	0%	-18%	-22%
COc1ccc(NC(=O)CN(C)C(=O)CC2CCCC2)cc1	7%	8%	-1%	.	-7	.	-18%	4%	-2%
O=C(CSc1nnc(CCc2nc3ccccc3[nH]2)n1-c1ccccc1)NCc1ccco1	-3%	7%	1%	6%	-7	1%	2%	5%	-7%
COc1cc(S(=O)(=O)NCc2ccc(F)cc2)ccc1-n1cnnn1	9%	6%	1%	-6%	-6	-7%	-1%	-2%	1%
COc1ccc(C(C)NC(=O)c2ccccc2)cc1 (centres undefined)	10%	5%	.	17%	-2	-11%	9%	-1%	-9%[60.1 µM]
Cc1cccc(NS(=O)(=O)c2cc3c(cc2C)n(C)c(=O)c(=O)n3C)c1	-1%	12%	-2%	23%	-3	?	329%[activator]	1%	5%
CCOC(=O)C1(CC2CCCCO2)CCN(Cc2nc(-c3cccs3)oc2C)CC1 (centres undefined)	13%	-9%	14%	29%	0	-16%	2%	-14%	12%
COc1ccc2ccc(O)c(CN(C)CC(=O)Nc3ccccc3C(F)(F)F)c2c1	3%	-27%	0%	14%	20	-16%	7.1µM*	-13%	-18%
COc1ccc(CSc2nc3ccccc3c(=O)[nH]2)cc1F	-3%	18%	-2%	24%	-2	-17%	-4%	-11%	9%
CCN(C(=O)CN1C(=O)/C(=C/c2ccc(F)cc2)SC1=S)C1CCS(=O)(=O)C1 (centres undefined)	5%	4%	17%	8%	-3	-20%	0%	-21%	-9%
Cc1ccc(S(=O)(=O)N(C)c2ccc(C(=O)Nc3cccc(C)n3)cc2)cc1	7%	7%	4%	10%	-6	-4%	-12%	-23%	-6%
CC1CCN(c2ccc3c(c2)S(=O)(=O)c2cccc(C(=O)NC4CC4)c2C3=O)CC1	1%	-1%	27%	.	3	.	-12%	-6%	13%
CN1CCN(c2ccc(NC(=O)c3cc(S(N)(=O)=O)ccc3N3CCOCC3)cc2)CC1	-5%	13%	9%	.	1	.	5%	1%	-24%
COc1ccc(C(=O)CSc2nc(=O)n(Cc3cccnc3)c3c2CCC3)cc1	.	-45%	.	.	-3	.	-14%	-2%	-13%
CCN(CC(=O)NC1CCS(=O)(=O)C1)Cc1nc2c(Br)cc(Br)cc2c(=O)[nH]1 (centres undefined)	-1%	0%	11%	-12%	-6	-6%	-7%	5%	-6%
CC(C)(C)c1cc(CP(=O)(c2ccccc2)c2ccccc2)cc(C(C)(C)C)c1O	-5%	-15%	1%	3%	2	0%	-23%	-22%	-10%
FC(F)Oc1cccc2cccnc12	23%	25%	.	5%	-1	4%	0%	-1%	-17%
CC(C)C[C@H](NC(=O)C1CCC(CNC(=O)[C@@H]2CCCN2C(=O)OC(C)(C)C)CC1)C(=O)O (some centres undefined)	4%	13%[56.9 µM]	-8%	-1%	-6	2%	-11%	-1%	-10%
O=C(O)C1CC=CCC1C(=O)c1ccccc1 (centres undefined)	5%	14%	0%	6%	8	-7%	0%	-11%	0%
Cc1ccc(-n2ncc3c(NCc4ccccc4)ncnc32)cc1C	.	3%	-14%	24%	-5	-7%	-21%	-13%	-14%[60.1 µM]
CCOC(=O)Cc1cnc(NC(=O)CSc2nc(N)cc(=O)[nH]2)s1	4%	?	27%	49%[activator]	-9	0%	-15%	-7%	-7%
CCc1ccccc1NC(=O)CSc1nnc(-c2ccc(OC)cc2)s1	.	16%	-9%	44%[activator]	1	1%	-9%	-15%	-9%[60.1 µM]
Cc1cc(C)n2c(SCC(=O)N(CC(C)C)c3c(N)n(CC(C)C)c(=O)[nH]c3=O)nnc2n1	-3%	-34%	0%	-2%	-4	-18%	-29%	-23%	8%
CC(C)CCNC(=O)NC(=O)CSc1nnc(-c2ccccc2F)n1N	-2%	32%	3%	-18%	-6	-9%	31%[activator]	-3%	-17%
CCOC(=O)Cc1csc(NC(=O)CSc2nnc(-c3ccc(F)cc3)o2)n1	-11%	-1%	.	23%	-2	-14%	12%[57.4 µM]	-12%	-4%
SMILES	APEX1 inh	RGS4 inh	ERG-DNA inh	POLB inh	LDHA inh	Apoferritin bind	12-LOX inh	Pol eta inh	POLK inh
COc1ccc(-n2nc(C(=O)O)nc2-c2ccccc2)cc1	-8%	-21%	10%	2%	-1	-2%	-1%	-9%	5%
CCc1cc(=O)oc2cc(C)cc(OCC(=O)NCc3cccnc3)c12	20%	-20%	19%	-16%	-4	-8%	29%	-6%	-2%
NC(=O)CC12CC3CC(C1)CC(CC(N)=O)(C3)C2	5%	6%	-4%	5%	-6	-14%	9%	-18%	-6%
CCOC(=O)C1=C(O)/C(=C\c2cccc(OC)c2)N=C1C	4%	-1%	.	4%	-8	-3%	-52%	3%	2%
COc1cccc(Cn2cc(C(=O)c3ccc(Cl)cc3)c(=O)c3ccccc32)c1	.	-8%	-6%	14%	-13	-11%	4%	-22%	-1%
CCn1c(SCC(=O)NC2CCCCC2)nnc1-c1ccccc1F	9%	12%	5%	2%	-7	-7%	-1%	-6%	-11%
Cc1ccc2nc(NC(=O)COc3ccc(F)cc3)sc2c1	.	4%	-8%	0%	-6	4%	-13%	-14%	-12%[60.1 µM]
O=C(O)c1cc(-c2ccccc2)nn1CC1CC(c2cccnc2)=NO1 (centres undefined)	.	-12%	2%	.	-1	.	-28%	-18%	5%
CCOC(=O)[C@H]1[C@H]2COc3ccc(OC)cc3[C@@H]2N2C(=O)CN(Cc3ccc(C)cc3)C(=O)[C@@]12C	-13%	-4%	-4%	.	4	.	-4%	-20%	2%
O=C(N=C1SCC(=O)N1c1ccccc1)c1ccco1	6%	8%	50%[activator]	7%	-3	-3%	5%	-14%	-1%
CN(C)CCNC(=O)/C(=C/c1cccc([N+](=O)[O-])c1)NC(=O)c1ccccc1	0%	28%	3%	2%	-4	-9%	-3%	-16%	-15%
C=CCn1c(SCC(=O)Nc2cc(C)on2)nnc1C1COc2ccccc2O1 (centres undefined)	-10%	-5%	3%	19%	-1	-2%	13%	-6%	-2%
COc1ccccc1NS(=O)(=O)c1ccc(O)c(C(=O)OCC(=O)N2CCc3ccccc32)c1	?	3%	4%	?	-13	-6%	-23%	?	?
Cc1ccc2[nH]c(SCC(=O)N3CCOCC3)nc2c1C	0%	10%	-2%	1%	-3	-12%	373%[activator]	1%	-4%
CC(=O)COc1ccc2c(C)c(-c3ccccc3)c(=O)oc2c1	-3%	20%	5%	31%	-9	-15%	-2%	2%	-5%
COc1ccccc1NC(=O)C1=C(C)Nc2nc3ccccc3n2C1c1cccs1 (centres undefined)	-9%	-5%	-3%	-3%	-3	-4%	-3%	-11%	-13%
CCOC(=O)C1Nc2ccc(Br)cc2C2C=CCC12 (centres undefined)	14%	?	14%	?	3	-18%	?	79µM*	?
N#Cc1cccc(NC(=O)c2ccc3c(c2)N(Cc2cccc(Cl)c2)C(=O)c2ccccc2S3(=O)=O)c1	.	-1%	-1%	5%	2	-2%	2%	-14%	-8%
Cc1ccc(NC(=O)COc2ccc(C3SCCS3)cc2)cc1	-2%	9%	8%	14%	-4	-5%	-4%	-3%	-7%
C=CCc1cccc(/C=N/NC(=O)c2ccccc2OC)c1O	-6%	-18%[11.4 µM]	9%	-18%	2	?	-6%	-19%	-9%[60.1 µM]
COc1cccc(NC(=O)NC2(C(=O)N3CCC(O)CC3)CCCCC2)c1	4%	7%	-3%	23%	-9	3%	3%	-16%	-2%
CC(C)[C@H]1COCCS(=O)(=O)N1Cc1ccccc1-c1ccc(C(C)(C)C)cc1	-15%	-19%	6%	.	9	.	9%	-18%	-4%
CCOC(=O)c1sc(NC(=O)C2CC(=O)N(c3ccccc3OC)C2)nc1C (centres undefined)	-5%	-8%	-5%	.	-5	.	20%	-21%	-18%
COc1ccccc1/C=C/C(=O)Nc1cccnc1Cl	0%	9%	3%	3%	1	-9%	0%	6%	4%
COc1ccc(/C=N/NC(=O)C(O)(c2ccccc2)c2ccccc2)cc1OC	11%	?	-3%	14µM*	-2	1%	22%	-23%	-13%
CCc1ccc(-c2cc(C)no2)cc1S(=O)(=O)N1CCC(C)CC1	-18%	-8%	30%[activator]	22%	-2	6%	3%	-16%	-11%
CCC1CCCCN1CCCNC(=O)CNC(=O)c1nn(-c2ccc(OC)cc2)c(=O)c2ccccc12 (centres undefined)	77%[activator]	-9%	-6%	19%	-1	-5%	-7%	-15%	7%

Some of the compounds tested, so the mix of outcomes need not match the whole.
